# Bioassay records (PubChem)
# USP2a block – blocks human ubiquitin-specific protease USP2a; AID 463254; Potency, µM (titrated, usually from 38.3 µM), for the others: at the highest dose activity change, negative = inhibition, most hits filed as inhibitors; hit rate 0.01% among 330,000; O75604; USP2 core, Ub-CHOP2 coupled fluorogenic reporter, 485/531;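 also: potency is read from the fitted curve at half-maximal effect; plate controls were DMSO wells for no effect and full inhibition by NEM control for full effect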
# Target sequence (O75604 whole entry, looked up): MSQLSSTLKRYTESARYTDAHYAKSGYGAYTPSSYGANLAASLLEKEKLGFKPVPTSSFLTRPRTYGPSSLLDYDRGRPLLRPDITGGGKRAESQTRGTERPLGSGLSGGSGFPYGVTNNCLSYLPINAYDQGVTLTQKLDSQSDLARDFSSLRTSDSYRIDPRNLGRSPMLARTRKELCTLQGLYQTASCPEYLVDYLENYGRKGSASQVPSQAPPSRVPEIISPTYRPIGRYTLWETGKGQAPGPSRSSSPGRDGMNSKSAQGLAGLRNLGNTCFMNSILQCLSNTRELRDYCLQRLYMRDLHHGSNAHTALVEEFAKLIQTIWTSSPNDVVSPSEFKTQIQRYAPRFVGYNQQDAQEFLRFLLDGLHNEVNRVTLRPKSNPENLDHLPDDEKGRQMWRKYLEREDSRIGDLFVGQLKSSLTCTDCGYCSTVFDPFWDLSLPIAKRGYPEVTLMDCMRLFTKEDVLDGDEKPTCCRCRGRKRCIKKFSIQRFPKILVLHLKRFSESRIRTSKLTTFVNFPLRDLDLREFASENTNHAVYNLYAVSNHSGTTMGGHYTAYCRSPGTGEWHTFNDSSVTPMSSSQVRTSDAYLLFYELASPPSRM
#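 USP2 core (10nM final) preincubated 30min RT with compound in 20mM Tris-HCl pH 8.0, 2mM CaCl2, 2mM beta-mercaptoethanol, 0.05% CHAPS; 25nM Ub-CHOP2 plus 25nM reporter substrate added, fluorescence (Ex485/Em531) read after 60min.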
# GALK inhibitor – inhibitors of human galactokinase. AID 1868. Potency, µM (doses to about 57.5 µM), without a hit: top-dose activity change, negative = inhibition, actives largely listed as inhibitors. hit rate 0.007% among 270,000. Purified GALK, Kinase-Glo residual ATP luminescence. P51570; also: potency is read from the fitted curve at half-maximal effect; % is scaled to controls: 0 for no effect and ±100 for the full control effect
# Target sequence (P51570 whole entry, looked up): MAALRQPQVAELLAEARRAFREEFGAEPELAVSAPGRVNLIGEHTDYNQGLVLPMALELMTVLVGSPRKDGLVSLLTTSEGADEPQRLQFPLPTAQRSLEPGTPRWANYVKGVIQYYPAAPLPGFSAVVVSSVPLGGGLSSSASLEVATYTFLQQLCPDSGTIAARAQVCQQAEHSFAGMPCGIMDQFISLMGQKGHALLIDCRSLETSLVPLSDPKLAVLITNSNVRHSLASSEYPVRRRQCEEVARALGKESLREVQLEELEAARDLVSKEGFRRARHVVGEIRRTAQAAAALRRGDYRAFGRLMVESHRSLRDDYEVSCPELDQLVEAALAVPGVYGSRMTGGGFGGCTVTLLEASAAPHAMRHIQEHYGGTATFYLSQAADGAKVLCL
#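 5 nM enzyme, 35 uM ATP, 100 uM galactose, 20 mM HEPES pH8.0, 5 mM MgCl2; 1 h RT; residual ATP by Kinase-Glo Plus luminescence, qHTS format.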
# Eya2 inh – inhibitors of human Eya2 phosphatase activity; O00167; recombinant Eya2, OMFP fluorescence dephosphorylation (OMFP is methylfluorescein phosphate); Potency, µM (highest dose often 76.9 µM), without a hit: top-dose activity, negative = inhibition, actives largely listed as inhibitors; hit rate 0.006% among 330,000; AID 488837; also: potency is read from the fitted curve at half-maximal effect; % is scaled to controls: 0 for no effect and ±100 for the full control effect
#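 Eya2 protein (added as 0.2 uM solution) was preincubated with compound for 10 min at ambient temperature in 50 mM HEPES pH 7.5, 50 mM NaCl, 5 uM MgCl2, 0.05% BSA, 1 mM DTT. OMFP (added at 50 uM) then reacted 10 min; fluorescence read at 485/525 nm.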
# TSHR antagonist – antagonists of human thyroid stimulating hormone receptor; P16473; activity change, negative = inhibition, % at 11.5 µM; TSHR-expressing cells, TSH-stimulated cAMP HTRF, 2 h; hits give low values; hit rate 0.2% among 330,000;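 active = activity change below a set negative limit, meaning inhibition stronger than a set level, cut at about -70% in these data; inconclusive = activity change between two set negative limits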; also: % is scaled to controls: 0 for no effect and ±100 for the full control effect
#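 TSHR-expressing cells were treated with compounds, then stimulated with TSH at EC80 (4nM final) for 2 hours at 37 deg C. Cellular cAMP was measured by HTRF competition between lysate cAMP and cAMP-d2 for a cryptate-labelled anti-cAMP antibody.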
# PKM2 act – PKM2 (human) enzyme activation; P14618; purified PKM2, Kinase-Glo ATP luminescence, activation; response scale: 0% is enzyme alone, no compound; Potency, µM (titrated, usually from 57.5 µM), without a hit: at the top dose activation, usual class: activators; hit rate 0.34% among 260,000; also: potency is read from the fitted curve at half-maximal effect; % is scaled to controls: 0 for no effect and ±100 for the full control effect; nearly all actives have a fitted effect of over 55% in size
#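 Kinase-Glo luminescence reports ATP generated from ADP (0.1 mM) and PEP (0.5 mM) by purified hPK-M2 after 1 h at room temperature, pH 7.2 imidazole buffer; intermediate enzyme activity allows detecting inhibitors and activators.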
# S-ASM inh – human S-ASM enzyme inhibition; Potency, µM (doses to about 57.5 µM), inactives show at the highest dose activity change, negative = inhibition, hits mostly inhibitors; hit rate 0.006% among 340,000; placental ASM, HMU-PC fluorogenic substrate, 60 min; also: potency is read from the fitted curve at half-maximal effect
#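 Human placenta-derived ASM preincubated with compound 10 min at room temperature, then reacted with 9 uM (final) fluorogenic HMU-PC substrate for 60 min at 37 C. Stop solution raises pH to 10; fluorescence read at Ex 386/Em 447 nm.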
# hERG WT inh – blocks the wildtype human KCNH2 potassium channel | U2OS, BacMam KCNH2, thallium flux FluxOr; hits give low values | activity change, % at 1.84 µM | hit rate 0.37% among 340,000 | AID 720551;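 active = maximum activity change below -70%; inconclusive = maximum activity change between -70% and -50%; inactive = maximum activity change above -50%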; also: % is scaled to controls: 0 for no effect and ±100 for the full control effect
#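 U2OS cells transduced with wild-type KCNH2 virus are loaded with FluxOr dye for 45 min, and thallium flux is measured in kinetic reads before and after stimulation buffer. Rate constants are normalized to DMSO controls.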
# MBNL1 CUG block – blocks human MBNL1 binding to CUG repeat RNA | hit rate 0.036% among 280,000 | AID 2675 | Potency, µM (highest dose often 57.5 µM), inactives show at the highest dose activity change, negative = inhibition, actives largely listed as inhibitors | Q9NR56 | TR-FRET MBNL1-His/biotin-(CUG)12 binding, 665/545 ratio; active = well fitted inhibition curve with a large enough effect in the signal ratio, with a control signal flat, not every such curve was filed as active; inconclusive = small, poorly fitted or top-dose-only effect, or effect the other way, or a change in a side signal; inactive = no such curve, though single readings can be large or run the other way; the % refers to the signal ratio; also: potency is read from the fitted curve at half-maximal effect; % is scaled to controls: 0 for no effect and ±100 for the full control effect
#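 TR-FRET between His-tagged MBNL1 and biotin-(CUG)12 RNA, detected with Tb anti-His antibody (0.055 ng/ul) and streptavidin-XL665 (5 nM), 60 min at room temperature. Compounds titrated 92 nM to 58 uM; 665/545 nm ratio normalized to buffer and complex controls.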
# Mito fusion act – blocks mitochondrial division or promotes mitochondrial fusion | S. cerevisiae fusion-defective mutant growth rescue, CellTiterGlo 48 h | Potency, µM (titrated, usually from 46.1 µM), without a hit: top-dose growth rescue (activation), hits mostly activators | hit rate 0.23% among 320,000;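 also: potency is read from the fitted curve at half-maximal effect; % of control where 0% means no effect; nearly all actives have a fitted effect of over 45% in size; temperature-sensitive fusion mutants such as fzo1-1 at 37 °C on non-fermentable ethanol glycerol medium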
#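 Read-out: ATP-based luminescence (CellTiterGlo, 10 min ambient) reporting growth of fusion-defective ts yeast after 48 hours at 37C on glycerol/ethanol YPEG medium in the presence of compound.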
# BCR signal inh – blocks chronic active B-cell receptor signaling. ABC-DLBCL IkBa-CBG/CBR reporter, luminescence ratio, 4 h. Potency, µM (top dose mostly 46.1 µM), inactives show at the highest dose ratio change, negative = lower green/red ratio, most hits filed as inhibitors. hit rate 0.05% among 340,000. AID 493014; active = well fitted inhibition curve with a large enough effect in the signal ratio, with a control signal flat, not every such curve was filed as active; inconclusive = small, poorly fitted or top-dose-only effect, or effect the other way, or a change in a side signal; the % refers to the signal ratio;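 also: potency is read from the fitted curve at half-maximal effect; plate controls were basal doxycycline-induced cells for no effect and cells given 10 µM MG132 for full effect; MG132 reads +100%, hits lower the ratio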
#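 Cell line TMD8 (human ABC DLBCL), stably expressing tet-inducible CBG68-IkBa fusion and CBR; IMDM/0.5% FBS; cpd up to 46 uM; dox induction, 4 h, 37C/5% CO2; dual luminescence; green/red ratio; MG132 control.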
# Menin-MLL TR inh – inhibitors of human menin-MLL interaction, mutant MLL peptide. hit rate 0.23% among 270,000. Menin + Texas Red MLL mutant peptide, fluorescence polarization. AID 1768. Potency, µM (doses to about 61.6 µM), for inactives: at the top dose FP activity change, negative = inhibition, actives largely listed as inhibitors. O00255; active = well fitted inhibition curve with a large enough effect in the polarisation, with a control signal flat, not every such curve was filed as active; inconclusive = small, poorly fitted or top-dose-only effect, or effect the other way, or a change in a side signal; inactive = no such curve, though single readings can be large or run the other way; the % refers to the polarisation; also: potency is read from the fitted curve at half-maximal effect; % of control where 0% means no effect; many of its hits are not listed in these tables
# Numbers without * were called inactive; i = inactive; ? = inconclusive; nt = no result given; [ ] = dose if it differs, or a comment. Unless noted, calls follow the shape of the dose curve; as a rule, active = well fitted curve in the direction sought with a large enough effect; inconclusive = small, poorly fitted or top-dose-only effect, or another doubt; inactive = no such curve, though single readings can be large; an effect the other way counts as inactive or inconclusive.
canonical_smiles	USP2a block	GALK inhibitor	Eya2 inh	TSHR antagonist	PKM2 act	S-ASM inh	hERG WT inh	MBNL1 CUG block	Mito fusion act	BCR signal inh	Menin-MLL TR inh
Cc1cnc(N)c2c(=O)oc3ccccc3c12	?	0%	7%	10	-1%	102%[activator]	-7	-7%	2%	19%	1%
CC(C)Cn1c(N)c(C(=O)CSc2nc3ncc(Cl)cc3[nH]2)c(=O)n(C)c1=O	-1%	nt	0%	-8	nt	-1%	-2	nt	1%	13%	nt
CCC(=O)Nc1cc(-c2nn(C)c(=O)c3ccccc23)ccc1OC	2%	0%	-23%	2	?	-3%	-7	-2%	0%	-12%	-5%
COc1ccc(C2=NN(c3ccc(C(=O)O)cc3)C(c3ccc(OC)c(OC)c3)C2)cc1 (stereo unspecified)	3%	-3%	0%	-13	nt	i	-4	?	?	?	nt
Cc1ccnc(NC(=O)c2ccc(S(=O)(=O)N3CCCC3)cc2)c1	1%	nt	0%	-3	nt	1%	0	nt	10%	7%	nt
Nc1nnc(Cc2c[nH]c3ccccc23)s1	5%	0%	6%	-7	0%	7%	-8	-7%	-1%	6%	-3%
N#CC12COC3(CCCCC3C1(C#N)C#N)OC2=N (stereo unspecified)	8%	-3%	1%	-11	1%	i	-2	21%	-2%	3%	nt
Cc1cccc(N2CCN(c3nc4ccccc4n4cnnc34)CC2)c1C	0%	1%	8%	-8	-1%	-12%	5	1%	5%	0%	-2%[11.7 µM]
COc1ccc(N2CCN(C(=O)CCCCn3c(=O)[nH]c4ccsc4c3=O)CC2)cc1	8%	0%	-24%	-9	3%	0%	2	nt	-1%	3%	-4%
Cc1ccc(Nc2nc(N)c(C#N)c(CC#N)c2C#N)cc1	0%	0%	4%	4	0%	-2%	1	120%[activator]	4%	0%	9%
N/C(=N\OC(=O)/C=C/c1ccccc1)c1ccccc1	3%	3%	5%	0	-17%	-1%	7	21%	-4%	?	3%
COc1ccc(OC)c(S(=O)(=O)N2CCN(c3ncccn3)CC2)c1	2%	3%	-4%	3	nt	0%	-4	-5%	10%	-11%	2%
Cc1nnsc1C(=O)Nc1ccc(S(=O)(=O)N2CCCC(C)C2)cc1 (stereo unspecified)	-1%	0%	-3%	22	-1%[0.46 µM]	-2%	-1	0%	8%	2%	?
CC(=O)NCCc1ccc(-c2csc(NC(=O)C3CC(=O)N(C4CCCC4)C3)n2)cc1 (stereo unspecified)	4%	nt	9%	-5	nt	-2%	1	nt	-4%	1%	nt
O=C(O)c1cccc(NC(=S)NC(=O)c2ccc(-c3ccccc3)cc2)c1	-1%	-1%	14%	-18	2%	0%	-5	0%	-7%	-9%	?
O=C(Nc1nnc(C2CC2)s1)c1cccs1	2%	-4%	-14%	2	-13%	4%	-1	-7%	-3%	?	nt

# Three compounds out of the list above, arranged by their value in BCR signal inh, low to high:
compound	BCR signal inh
COc1ccc(OC)c(S(=O)(=O)N2CCN(c3ncccn3)CC2)c1	-11%
O=C(O)c1cccc(NC(=S)NC(=O)c2ccc(-c3ccccc3)cc2)c1	-9%
Cc1ccc(Nc2nc(N)c(C#N)c(CC#N)c2C#N)cc1	0%

# Further entries follow.
canonical_smiles	USP2a block	GALK inhibitor	Eya2 inh	TSHR antagonist	PKM2 act	S-ASM inh	hERG WT inh	MBNL1 CUG block	Mito fusion act	BCR signal inh	Menin-MLL TR inh
CC(=O)CSc1nnc2cc(C)c3ccccc3n12	-1%	-6%	-12%	1	0%	3%	1	-2%	-3%	?	?
COc1ccc(OC)c(CN2CCN(Cc3cc(OC)c(OC)c(OC)c3)CC2)c1	-2%	3%	-7%	1	5%	3%	-1	-6%	0%	-4%	-2%
CN(C)CCCNC(=S)NCC(c1ccc(Cl)cc1Cl)c1c[nH]c2ccccc12 (stereo unspecified)	-13%	-2%	-12%	4	-6%	-6%	-2	2%	-25%	?	18%
CC(OC(=O)c1ccc([N+](=O)[O-])o1)C(=O)NC1CCCCC1C (stereo unspecified)	-1%	nt	-5%	4	nt	11%	-4	nt	4%	5%	nt
Cc1ccccc1-n1c(SCC(=O)N2CCCC2)nnc1-c1ccccn1	4%	3%	19%	25	24%	1%	-16	-7%	0%	9%	-2%
CC(/C=C/c1ccccc1)=N\Nc1nc(C)cc(C)n1	3%	nt	5%	31	5%	0%	0	-3%	-2%	?	6%
O=S(=O)(Nc1ccc(Cc2ccncc2)cc1)c1ccc(Cl)c(Cl)c1	3%	4%	-2%	-8	1%	-1%	19	-7%	?	?	31%[activator]
CCOC(=O)c1sc2ncnc(N3CCN(c4ccc(OC)cc4)CC3)c2c1C	1%	-1%	-4%	5	-4%	-22%	-11	-2%	2%	0%	-14%
CCOC(=O)N1CCN(C(c2ccccc2)c2sc3nc(C)nn3c2O)CC1 (stereo unspecified)	2%	-2%	-1%	6	3%	1%	9	2%	-1%	?	2%
CN(C)CCCNC(=O)CCC1CCCCC1	4%	-2%	1%	-6	-8%	-2%	13	-1%	-6%	8%	-14%
Cc1ccc(S(=O)(=O)Nc2cccc(C(=O)NCC3CCCO3)c2)cc1F (stereo unspecified)	1%	nt	21%	-3	nt	1%	-15	nt	-10%	-7%	nt
CCn1c(=O)c2ccccc2n2c(SCC(=O)N3CCc4ccccc4C3)nnc12	0%	-1%	4%	20	-14%	-1%	-14	-6%	4%	-1%	2%
COc1ccc(N(C(=O)c2ccco2)C(C(=O)NC2CCCC2)c2cc(OC)c(OC)c(OC)c2)cc1 (stereo unspecified)	2%	-1%	10%	-6	nt	2%	4	2%	-4%	2%	-1%
COc1ccccc1N1CCN(C(=O)COc2ccc(Cl)cc2Br)CC1	-10%	2%	8%	-12	0%	-10%	5	-24%	6%	0%	1%
O=C1CC(N2CCN(CCc3ccccn3)CC2)C(=O)N1c1ccc(Cl)cc1 (stereo unspecified)	1%	-2%	-3%	1	2%	2%	16	-3%	-2%	0%	nt
Cc1ccc(C)c(NC(=O)CCN2C(=O)[C@@H]3Cc4ccccc4CN3C2=O)c1	3%	3%	3%	-23	nt	-3%	-11	-3%	3%	?	nt
Nn1c(SCC(=O)Nc2cccc(Br)c2)nnc1C1CC1	-8%	nt	1%	nt	nt	4%	-1	nt	nt	7%	nt
CCCCC1CCC(C(=O)N(CCCC)c2c(N)n(CCCC)c(=O)[nH]c2=O)CC1 (stereo unspecified)	2%	7%	14%	8	-3%	5%	-4	-8%	-2%	1%	nt
Cc1cc(N2CCN(C)CC2)nc(N2CCOCC2)n1	1%	0%	2%	-5	6%	4%	-6	-3%	-1%	4%	-19%
N#Cc1nc(-c2ccccc2Cl)oc1NCc1ccco1	-1%	-2%	-29%	-4	-2%	-7%	-1	0%	22%	-8%	12%
COc1ccc(-n2nc3c(c2NC(=O)c2ccc(S(=O)(=O)N4CCOCC4)cc2)CS(=O)(=O)C3)cc1	-1%	1%	6%	-7	1%	0%	13	10%	-3%	-13%	11%
O=C(Nc1ccc2c(c1)CCC2)c1c(F)cccc1Cl	3%	7%	3%	-10	-1%	4%	i	-1%	9%	-12%	23%

# An excerpt; count on the stated rates, not on these rows.
